S100A4 inh HTS: S100A4-myosin IIA interaction inhibition; P26447; S100A4/TAMRA-MyoIIA peptide fluorescence polarization; inhibition, % at 10.7 µM; actives 0.14% (n = 360,000); AID 652163;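 active means mean inhibition of at least 70% across replicates, with every replicate also reaching that level; inconclusive means mean inhibition reaches 70% but some replicates fall short; inactive means mean inhibition below 70%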
Target sequence (P26447 whole entry, looked up): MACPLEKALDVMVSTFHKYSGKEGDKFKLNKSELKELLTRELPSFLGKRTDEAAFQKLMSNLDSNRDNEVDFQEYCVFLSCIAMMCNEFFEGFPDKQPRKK
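Test system: S100A4 monomer protein; Medium: HEPES pH 7.2 with CaCl2, KCl, NaCl, DTT, Triton; Probe or stimulus: TAMRA-labelled myosin IIA heavy-chain peptide probe, 5 nM; Doses: one dose per compound; Times: polarization read 5 min after assay mix addition, stable 5–60 min; Benchmarks: neutral control DMSO, positive control TFP.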
C2C12 statin: suppression of simvastatin myotoxicity; C2C12 myotubes + simvastatin, ATP luminescence, 48 h; scaled: DMSO 0, geranylgeraniol control 100; rescue of ATP level, % at 7.49 µM; actives 0.78% (n = 330,000); AID 602340;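 active means mean ATP rescue above about 67%, or every replicate alone reaching that limit, limit read from the data, passing the limit was not always enough; inconclusive means no clear call, values can overlap the other calls; inactive means mean under the limit and some replicate under it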;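 further: myotubes were challenged with 10 µM simvastatin during compound exposure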
SIRT5 block: inhibitors of human sirtuin-5 desuccinylase; inhibition, % at 15 µM; Purified SirT5, succinyl-peptide AMC, trypsin-coupled fluorescence; Q9NXA8; actives 1.1% (n = 330,000); AID 652115; in the data active means inhibition above about 15%; inconclusive means no clear call, values can overlap the other calls
Target sequence (Q9NXA8 whole entry, looked up): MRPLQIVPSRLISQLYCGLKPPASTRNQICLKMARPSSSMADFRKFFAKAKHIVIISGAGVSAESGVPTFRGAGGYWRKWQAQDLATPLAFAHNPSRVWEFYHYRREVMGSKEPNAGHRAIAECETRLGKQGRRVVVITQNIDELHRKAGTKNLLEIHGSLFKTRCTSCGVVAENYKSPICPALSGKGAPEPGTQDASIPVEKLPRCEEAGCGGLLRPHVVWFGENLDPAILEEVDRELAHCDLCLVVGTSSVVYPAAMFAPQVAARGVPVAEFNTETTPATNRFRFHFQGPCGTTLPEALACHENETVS
ERp5 inh: blocks human ERp5 reductase activity on insulin. AID 651711. inhibition, % at 9.99 µM. actives 0.05% (n = 350,000). ERp5 insulin aggregation, absorbance 650 nm, 90 min;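 active means mean replicate inhibition above about 25%, with every replicate also reaching it, limit read from the data, passing the limit was not always enough; inconclusive means only one of those two criteria met; inactive means neither criterion met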
Target sequence (Q15084 whole entry, looked up): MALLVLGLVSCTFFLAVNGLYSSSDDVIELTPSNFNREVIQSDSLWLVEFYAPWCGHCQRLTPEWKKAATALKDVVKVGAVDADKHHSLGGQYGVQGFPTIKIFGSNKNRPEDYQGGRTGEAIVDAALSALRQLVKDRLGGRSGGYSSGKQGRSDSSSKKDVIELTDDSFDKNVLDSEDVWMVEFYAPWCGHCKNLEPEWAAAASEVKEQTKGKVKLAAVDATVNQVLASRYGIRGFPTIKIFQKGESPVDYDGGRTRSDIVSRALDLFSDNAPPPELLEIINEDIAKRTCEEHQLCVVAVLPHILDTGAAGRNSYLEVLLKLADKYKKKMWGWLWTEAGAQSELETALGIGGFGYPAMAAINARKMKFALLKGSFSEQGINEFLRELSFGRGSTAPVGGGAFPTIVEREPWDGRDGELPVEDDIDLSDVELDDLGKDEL
DENV2 CPE: inhibitors of DENV2 cytopathic effect | DENV2-infected cells, cytopathic effect rescue, plate reader | CPE inhibition, % at 9.99 µM | actives 1.7% (n = 350,000); in the data active means CPE inhibition above about 20%, passing the limit was not always enough; inconclusive means no clear call, values can overlap the other calls; tested in BHK-21 cells;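 further: 0% = median of neutral control wells and 100% = median of positive control wells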
PglD inh: blocks C. jejuni PglD acetyltransferase activity; actives 0.098% (n = 360,000); inhibition, % at 12.5 µM; purified PglD enzyme, DTNB colorimetric CoA detection; in the data active means inhibition above about 16%, passing the limit was not always enough; inconclusive means no clear call, values can overlap the other calls; further: strong numbers were not always called active
E-sel inducer: induces E-selectin expression in human endothelial cells; HUVEC E-selectin immunofluorescence imaging; normalized: neutral wells 0, TNF-alpha wells 100; actives 0.37% (n = 260,000); activation, % at 7.58 µM; P16581; AID 686992;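 active means mean E-selectin-positive cell signal at least 10% of the positive control, reached in at least 60% of replicates, without over 20% cell loss; inconclusive means no rule given, readout overlaps actives, possibly toxicity-flagged; inactive means the rest, including those meeting only one limit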;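 further: in these data hits start at about 27%; measured in HUVEC primary endothelial cells; signal is the percent of cells scored E-selectin positive by PE staining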
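Assay system: HUVEC, human umbilical vein endothelial cells / Amount: 3,000 HUVEC/well / Controls: TNF-alpha positive control, DMSO neutral control / Compound dosing: single concentration / Medium: EGM-2 over gelatin coat / Evaluation: percent E-selectin-positive cells / Signal: immunofluorescence imaging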
* marks the source's active call; other numbers are inactive results; ? = inconclusive; . = not tested or not shown. The list is partial; count on the stated rates, not on these rows.

SMILES	S100A4 inh HTS	C2C12 statin	SIRT5 block	ERp5 inh	DENV2 CPE	PglD inh	E-sel inducer
CN(CC(=O)Nc1ccc(F)cc1)C(=O)COC(=O)Cc1c(F)cccc1Cl	0	12	-8	8	4	2	-0.8
Cc1cccc(S(=O)(=O)N[C@H]2CC[C@H](CCNC(=O)Nc3cc(F)ccc3F)O[C@H]2CO)c1	-5	-11	-4	1	17	-3	-0.1
c1cc2nnnn2nc1N1CCCCC1	-6	14	-2	-2	.	4	.
COc1cc(NC(=O)COC(=O)Cc2ccsc2)cc(OC)c1	-8	2	-7	-15	0	5	-0.1
C=CCNc1nc(C(=O)OCC(=O)c2ccc(C)c([N+](=O)[O-])c2)cs1	-1	.	0	-5	-5	4	-0.1
O=C(c1ccccc1Cl)N1CCN(S(=O)(=O)c2cccs2)CC1	-10	-1	-3	3	-3	-1	-0.4
O=[N+]([O-])c1ccc2[nH]c3c(c2c1)CCCC3	-2	-8	1	5	1	-7	.
COC(=O)[C@H]1C[C@@H]1[C@H](NC(=O)c1cnccn1)c1ccccc1	0	-3	-4	-1	-12	1	-0.1
CCCCNc1c(-c2ccc(OC)c(Sc3ccc(OC)cc3)c2)nc2ccc(Cl)cn12	0	-10	-3	-5	31*	-9	0.0
CSCCC(=O)N1CC[C@@H](N2CCN(c3ccccc3F)CC2)[C@H](O)C1	13	2	1	3	-4	-7	0.1

Single records (already shown):
Cc1cccc(S(=O)(=O)N[C@H]2CC[C@H](CCNC(=O)Nc3cc(F)ccc3F)O[C@H]2CO)c1 across the screens: S100A4 inh HTS = -5; C2C12 statin = -11; SIRT5 block = -4; ERp5 inh = 1; DENV2 CPE = 17; PglD inh = -3; E-sel inducer = -0.1
COc1cc(NC(=O)COC(=O)Cc2ccsc2)cc(OC)c1 across the screens: S100A4 inh HTS = -8; C2C12 statin = 2; SIRT5 block = -7; ERp5 inh = -15; DENV2 CPE = 0; PglD inh = 5; E-sel inducer = -0.1

(continued)
SMILES	S100A4 inh HTS	C2C12 statin	SIRT5 block	ERp5 inh	DENV2 CPE	PglD inh	E-sel inducer
CCc1ccc(-c2nc(CSCC(=O)NC3CC3)c(C)o2)cc1	0	-1	5	1	5	-1	0.7
CC=Cc1ccc2n(c1=O)C[C@H]1[C@H](CO)[C@@H](C(=O)N3CCOCC3)N(Cc3ccccc3OC)[C@@H]21 (mixture of isomers)	7	-4	-7	-1	-1	0	-0.4
COc1ccc(OC)c(-n2c(-c3cccc(S(=O)(=O)N(C)C)c3)n[nH]c2=S)c1	-11	4	-3	5	7	4	-0.7
Cc1ccc(S(=O)(=O)N2CCCC(C(=O)NCC(C)C)C2)cc1 (centres undefined)	-21	.	2	-1	-6	.	-0.4
COC(=O)c1ccc(CN2CCN(C3CCCC3)C(CCO)C2)cc1 (centres undefined)	-1	8	1	-4	-1	-1	-0.1
O=C(Cc1cccs1)N/N=C/C(Cl)=C/c1ccccc1	-3	.	-1	4	-10	.	3.5
CCOc1ccc2ccccc2c1/C=N\NC(=O)c1ccc([N+](=O)[O-])cc1	1	-4	0	2	1	0	.
Cc1ccc(CNC(=O)c2ccc(N3CCC4(CC3)CC(c3cccc(Br)c3)=NO4)c(NC(=O)c3ccc(Br)cc3)c2)cc1	-7	0	.	-2	.	-3	-0.2
C[C@H]1CN([C@@H](C)CO)S(=O)(=O)c2ccc(-c3ccc(C#N)cc3)cc2O[C@@H]1CN(C)Cc1cccc(F)c1	-14	-39	16*	12	0	-1	-0.2
Cc1ccc(CNCc2cc(Cl)ccc2O)cc1	-2	1	-2	9	88*	4	0.1
C/C(=N\NC(=O)c1cc(C)oc1C)c1ccc2ccccc2c1	-1	-167	-1	5	-10	3	.
CC(=O)Nc1ccc(N2C(=O)C3C4C=CC(CC4)C3C2=O)cc1 (centres undefined)	0	-8	-1	-2	-1	-9	.
Cc1ccccc1-c1ccccc1[C@H]1[C@@H](CO)N(C(=O)c2ccc(F)cc2)[C@H]1C#N	-3	.	1	-2	-8	.	0.1
O=C(COC(=O)c1cc([N+](=O)[O-])ccc1N1CCOCC1)NC1CCS(=O)(=O)C1 (centres undefined)	1	4	0	-1	10	3	0.2
C=CCn1c(C(C)NC(=O)C(C)(C)C)nc2ccccc21 (centres undefined)	1	6	.	1	.	5	.
CCN1CCN(Cc2nnc(-c3ccccc3)o2)CC1	6	-7	3	0	-3	.	0.2
CC(C)(C)S(=O)(=O)N1C[C@H]2C(=C(CCO)C[C@H]3C(=O)N(c4ccccc4)C(=O)[C@H]32)[C@@H]1CCO	-5	.	4	-1	?	.	1.0
O=C(CN1CCSCC1)N/N=C/c1ccc(F)cc1F	-1	-9	9	-5	4	-4	.
Cn1c2c(c(=O)[nH]c1=O)C(c1ccc(O)cc1)C1=C(N2)c2ccccc2C1=O (centres undefined)	-1	.	0	-2	4	0	5.6
O=C1OC(CO)CN1Cc1ccccc1 (centres undefined)	-7	4	1	0	-1	-8	0.0
COc1ccc(CCN2CCCC(CN(C)C(=O)c3ccoc3)C2)cc1 (centres undefined)	-13	-4	2	-1	2	3	-0.3
CCOC(=O)C1(C)CCCN(C(=O)c2cccc(C#N)c2)C1 (centres undefined)	-2	8	15*	0	-12	1	0.0
C/C=C/c1ccc([C@H]2[C@@H](CO)N(CCC(F)(F)F)C23CN(C(=O)CC2CC2)C3)cc1	1	.	5	3	65*	.	0.2
CCc1cccc(C)c1NC(=S)N(CCN(C)C)C(C)c1cccnc1 (centres undefined)	-2	-8	-7	6	.	8	-0.6
CCCNC(=O)Nc1ccc2c(c1)OC[C@@H](C)N(Cc1cccnc1)C[C@H](C)[C@@H](OC)CN(C)C2=O	4	-9	-2	11	-5	0	0.1
CCN(CC)C(=O)c1cccc(NC(=O)C2CCN(C(=O)c3cccs3)CC2)c1	-41	-11	.	-1	-5	2	1.0
COc1ccc(-c2cc(C(F)(F)F)n3nc(C(=O)N4CCN5CCCC5C4)cc3n2)cc1OC (centres undefined)	-4	-9	-9	2	-9	-8	0.0
CC(C)(C)[S@@](=O)N1Cc2cc(C(=O)N3CCc4ccccc4C3)nc(-c3cccc(-c4ccncc4)c3)c2[C@H]1CCO	-33	-9	1	-2	18	5	0.2
COc1ccc(S(=O)(=O)N2CCOC23CCN(S(=O)(=O)c2ccc(C)cc2)CC3)cc1	-9	-23	1	-7	2	-1	-0.2
C[C@@H]1CN([C@H](C)CO)C(=O)c2cc(N(C)C)ccc2O[C@@H]1CN(C)Cc1ccc(Cl)c(Cl)c1	-31	13	3	0	-6	2	0.1
OC[C@H]1[C@@H](c2ccc(-c3cccnc3)cc2)[C@H]2CN(CC3CCOCC3)CCCCN21	-32	.	-4	-2	0	0	.
CCOc1ccc(CN(C)C(=O)NNC(=O)c2ccc(C)cc2)cc1OC	1	7	1	6	1	2	.
O=C(Cc1ccccc1)N1C[C@@H]2[C@H](c3ccccc31)[C@@H](CO)N2C(=O)Nc1ccc(F)cc1	-2	12	0	7	11	0	-0.1
O=C(c1ccccc1F)N1CC(=O)N2[C@H](CO)[C@@H](c3ccc(-c4ccc(F)cc4)cc3)[C@H]2C1	0	.	1	-4	-3	.	-0.5
CC(C)N(C)c1ncnc2c1ncn2[C@H]1CN(Cc2ccc3c(c2)OCO3)C[C@@H](CO)O1	0	5	0	0	4	5	2.2
C[C@@H]1CCCCO[C@@H](CN(C)S(C)(=O)=O)[C@@H](C)CN([C@@H](C)CO)C(=O)c2cc(NS(=O)(=O)c3ccc(F)cc3)ccc2O1	-25	6	-1	4	-4	5	0.0
O=C(Nc1ccc(S(=O)(=O)Nc2ncccn2)cc1)c1ccc(Br)o1	-1	.	-6	1	14	-161	-0.1
Cc1cc2nc(/C=C/c3cccnc3)[nH]c2cc1C	-3	-28	-104	-2	6	0	1.1
CCCc1cc(=O)[nH]c2nnc(SCC(=O)Nc3cc(C)on3)n12	-4	.	-3	-2	-3	-2	.
CO[C@@H]1CN(C)C(=O)c2ccc(NC(=O)C3CC3)cc2OC[C@H](C)N(Cc2ccccc2)C[C@@H]1C	-2	-12	7	2	-1	5	0.0
CCN(C(=O)COC(=O)CSc1ccc(C)cc1C)c1c(N)n(Cc2ccccc2)c(=O)[nH]c1=O	11	-6	10	-1	6	2	-2.5
COCCNc1nc(Nc2ccc(C(=O)OC)cc2)c2sccc2n1	-1	3	1	-5	-2	-2	-0.1
C[C@@H]1CCCCO[C@@H](CN(C)S(=O)(=O)c2ccc(F)cc2)[C@@H](C)CN([C@H](C)CO)C(=O)c2cc(NS(=O)(=O)c3cccs3)ccc2O1	-1	.	-1	-7	.	-4	0.4
O=C(CC[C@H]1O[C@@H](n2cnc3c(NC(=O)c4ccccc4)ncnc32)[C@H](O)[C@@H]1O)NCCCN1CCCC1=O	-1	7	-4	7	6	-2	0.3
CN=c1scc(-c2cccs2)n1/N=C/c1ccc(O)c(O)c1O	-6	.	3	3	5	.	.
O=C(CSc1ncnc2c1cnn2-c1ccccc1)NC1CCS(=O)(=O)C1 (centres undefined)	1	49	-2	5	-7	-2	.
COc1cccc(C2=NN(C(=O)C3CC3)C(O)(C(F)(F)F)C2)c1 (centres undefined)	-2	15	.	-2	-10	-4	-0.6
O=C(C[C@@H]1CC[C@H]2[C@@H](COC[C@H](O)CN2CC2CCOCC2)O1)N1CCOCC1	0	7	2	-4	-3	0	0.1
COc1ccccc1C1=CC(=O)CCC1	.	-1	.	.	.	4	-0.2
Cc1cccc(-n2c(CNC(=O)Cc3ccccc3)n[nH]c2=S)c1	2	.	2	6	-7	.	.

Two consecutive records out of the list so far:
SMILES	S100A4 inh HTS	C2C12 statin	SIRT5 block	ERp5 inh	DENV2 CPE	PglD inh	E-sel inducer
COc1ccccc1C1=CC(=O)CCC1	.	-1	.	.	.	4	-0.2
Cc1cccc(-n2c(CNC(=O)Cc3ccccc3)n[nH]c2=S)c1	2	.	2	6	-7	.	.

Next part:
SMILES	S100A4 inh HTS	C2C12 statin	SIRT5 block	ERp5 inh	DENV2 CPE	PglD inh	E-sel inducer
CCCCC[C@H](C)N1C[C@H](COCc2ccccc2)Oc2cc(N3CCC[C@@H]3CO)ccc2S1(=O)=O	-4	.	0	-3	5	.	-0.2
COc1ccc(N2C(=O)CC(Nc3ccc(C(=O)O)cc3)C2=O)cc1OC (centres undefined)	8	.	-1	-4	-6	.	.
Cc1c(C(=O)OCC(=O)Nc2c(C)n(C)n(-c3ccccc3)c2=O)cccc1[N+](=O)[O-]	1	.	-2	1	?	.	.
O=C(NCc1cccnc1)C(=O)NCC1OCCCN1S(=O)(=O)c1cc(F)ccc1F (centres undefined)	-12	7	-1	2	2	0	-0.1
COc1ccc(CN2C[C@@H](O)COC[C@H]3O[C@@H](CC(=O)N4CCc5ccccc5C4)CC[C@@H]32)cc1	3	11	-2	-5	-2	-1	-0.2
CC(=O)N1c2ccc(S(=O)(=O)N3CCCC(C(=O)N4CCCCC4)C3)cc2CC1C (centres undefined)	-1	23	-1	-4	-2	.	1.5
C[C@@H]1CN([C@@H](C)CO)C(=O)Cc2cc(NC(=O)Cc3ccccc3)ccc2O[C@@H]1CN(C)CC1CCCCC1	11	1	2	1	-6	1	0.1
C[C@@H]1CCCCO[C@@H](CN(C)C(=O)Cc2ccccc2)[C@@H](C)CN([C@@H](C)CO)C(=O)c2cc(NC(=O)Cc3ccccc3)ccc2O1	-3	-5	3	2	0	3	-0.1
COc1ccccc1Cn1c(=S)[nH]c2cc(C(=O)N3CCC(C(N)=O)CC3)ccc2c1=O	-1	14	1	-1	-3	2	.
COc1cc(C(N)=O)cc(Cl)c1OCc1ccccc1	0	.	1	0	?	.	2.4
CCCn1cc(CN2CCC(C(=O)Nc3cccc(-c4cscn4)c3)CC2)c(C)n1	1	-1	3	2	11	-2	.

Compound activity from PubChem BioAssay.
